# Assay outcomes from PubChem BioAssay.
# Yeast growth inh = growth inhibitors of yeast BB579 in restrictive medium, primary screen, yeast lifespan-shortening project, S. cerevisiae; OD615, 48 h; inhibition, % at 10 µM; 140,000 tested, 0.51% active; AID 804, 2007;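 active means inhibition above a set limit, 3 SD over the mean compound inhibition, cut at about 44% in these data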; further: inactives centre near -24
#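 System: Saccharomyces cerevisiae DeaD strain BB579, replicative lifespan model yeast | Buffer or medium: Restrictive glucose-based CSMM-D medium | Times: 4 h preincubation and 48 h exposure at 30 °C | Detection: OD615 turbidity measurement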
# HCT116 PTEN-null = growth suppression of PTEN-null HCT116, primary screen, cell-based, CellTiter-Glo; HCT116 PTEN-null viability, 60 h; hits give low values; viability, % at 10 µM; 140,000 tested, 1.2% active; AID 827, 2007;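 active means viability at or below a set limit, 4 SD under the median of all tested compounds, cut at about 3.7% in these data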;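 further: PTEN knockout HCT116 line with beta catenin targeted HCT116 as companion control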
# Yeast life ext = compounds extending yeast replicative lifespan, primary screen, S. cerevisiae, OD615. S. cerevisiae growth with nicotinamide; deaD strain in restrictive glucose medium. inhibition of the nicotinamide effect, % at 10 µM. 130,000 tested, 0.68% active;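 active means inhibition above a set limit, placed 3 SD over the median of all compounds, cut at about 26% in these data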;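 further: 0% = nicotinamide-treated wells and 100% = cells grown without nicotinamide; some compounds called inactive have numbers as strong as hits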
#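 assay system = DeaD-strain S. cerevisiae | buffer or medium = restrictive glucose medium | reagent = 1.5 mM nicotinamide | compound = 10 µM single point, 0.25% DMSO | incubation = 48 h compound exposure at 30 °C, humidified | signal = OD615 measurement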
# Measles CPE = compounds protecting cells from measles virus cytopathic effect, primary screen, measles RdRp inhibitor project, single point, MLSMR library, absorbance; protection (pct of control), % at 4 µM; Measles virus-infected cells, CPE protection; AID 841, 2007; 140,000 tested, 1.5% active; in the data active means protection mostly above about 24%, no sharp cut-off; inactive means mostly below about 26%; further: some compounds called inactive have numbers as strong as hits
# GALR2 antag = GALR2 antagonists in receptor-expressing cells, primary screen. AID 828, 2007. 140,000 tested, 0.39% active. antagonist mode. inhibition, % at 4 µM. Galanin receptor type 2 (Homo sapiens), O43603; in the data active means inhibition above about 27%;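 further: cells stimulated with galanin 1-16 at roughly its EC80; 0% = agonist challenge control and 100% = basal control without agonist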
# Target sequence (O43603 whole entry, looked up): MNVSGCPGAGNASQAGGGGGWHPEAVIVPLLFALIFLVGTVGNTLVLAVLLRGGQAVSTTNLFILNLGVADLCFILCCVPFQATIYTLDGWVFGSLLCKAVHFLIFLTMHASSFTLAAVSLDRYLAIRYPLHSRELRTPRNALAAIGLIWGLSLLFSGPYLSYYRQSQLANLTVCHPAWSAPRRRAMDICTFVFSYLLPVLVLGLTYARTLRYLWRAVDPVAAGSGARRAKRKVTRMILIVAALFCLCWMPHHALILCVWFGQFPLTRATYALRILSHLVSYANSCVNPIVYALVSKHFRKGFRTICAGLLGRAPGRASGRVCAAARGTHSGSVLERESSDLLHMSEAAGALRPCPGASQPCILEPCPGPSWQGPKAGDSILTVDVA
# Phagocyt inh = inhibitors of macrophage phagocytosis, primary screen, imaging, J774A.1 cells, IgG beads | J774A.1 macrophage IgG-bead phagocytosis | inhibition, % at 5 µM | 110,000 tested, 0.07% active;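 active means inhibition above the mean of the plate negative controls plus 5 SD, cut at about 13% in these data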;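 further: phagocytic index as fraction of beads internalized from green versus red external bead signal; plate controls were DMSO negative control for no effect and cytochalasin-D positive control for full effect; some results beyond the cut were filed as inactive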
# bCat KO growth = primary screen for growth suppressors in beta-catenin knockout HCT116 cells (colon tumor, human) | HCT116 beta-catenin knockout viability, CellTiter-Glo, 60 h; hits give low values | viability, % at 10 µM | 140,000 tested, 1.5% active | AID 818, 2007;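 active means viability at or under a set limit, the compound median less 4 SD, cut at about 6% in these data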;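 further: 0% = Hyamine 1622 control at 20 µM and 100% = untreated cell control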
# MRP1 act = H69AR viability gain despite doxorubicin, primary screen, MRP-1 activator project, H69AR cells, CellTiter-Glo | viability increase, % at 10 µM | viability rescue | AID 799, 2007 | 140,000 tested, 0.61% active;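 active means viability gain under doxorubicin at or above a set limit, the compound median plus 3 SD, cut at about 4.7% in these data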;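 further: MRP-1 overexpressing cells given doxorubicin 25 µM after compound pretreatment; 18-22 h compound pretreatment then 72 h with doxorubicin before readout; 0% = doxorubicin-only wells and 100% = vehicle-treated cells without doxorubicin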
# NPY Y2 blocker = NPY-Y2 receptor antagonists, primary screen, cell-based. NPY-Y2 expressing cells, antagonist mode. 140,000 tested, 0.99% active. AID 793, 2007. Neuropeptide Y receptor type 2 (Homo sapiens), P49146. inhibition, % at 2.7 µM; in the data active means inhibition above about 17%;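 further: 0% = vehicle with agonist challenge and 100% = reference antagonist with challenge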
# Target sequence (P49146 whole entry, looked up): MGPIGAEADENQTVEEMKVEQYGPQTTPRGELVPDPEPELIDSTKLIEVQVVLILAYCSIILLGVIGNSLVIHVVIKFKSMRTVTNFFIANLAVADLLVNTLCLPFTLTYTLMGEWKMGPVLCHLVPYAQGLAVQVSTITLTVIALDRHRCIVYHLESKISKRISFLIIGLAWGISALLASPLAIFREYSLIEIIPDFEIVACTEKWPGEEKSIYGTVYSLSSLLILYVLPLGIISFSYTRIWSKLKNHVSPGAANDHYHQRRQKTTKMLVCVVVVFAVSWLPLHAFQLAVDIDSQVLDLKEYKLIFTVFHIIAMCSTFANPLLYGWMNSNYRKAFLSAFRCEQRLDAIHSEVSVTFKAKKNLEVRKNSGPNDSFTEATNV
# E-sel TNF inh = E-selectin induction blockers in HUVEC – imaging, immunofluorescence, high content, primary screen. 120,000 tested, 0.71% active. AID 1246, 2008. HUVEC TNFa-induced E-selectin immunofluorescence. inhibition, % at 2 µM;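 active means inhibition above the batch mean plus 3 SD, and confirmed as a hit on visual image review, cut at about 43% in these data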;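 further: 0% = TNF-stimulated DMSO wells and 100% = unstimulated control wells; not every result past the cut was called active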
# The depositor's hits bear a star; nt = not tested or not shown; & = joins results of further samples.
# The opening 2 entries, ahead of the listing:
SMILES,Yeast growth inh,HCT116 PTEN-null,Yeast life ext,Measles CPE,GALR2 antag,Phagocyt inh,bCat KO growth,MRP1 act,NPY Y2 blocker,E-sel TNF inh
O=C(Nc1ccc2c(c1)OCCO2)c1ccc(Br)c(S(=O)(=O)N2CCOCC2)c1,-16,64,-9,4,-6,0,70,-0.7,3,8
Cn1c(=O)c2c(nc(CN3CCN(C(=O)c4ccco4)CC3)n2Cc2ccccc2)n(C)c1=O,-17,85,-20,4,0,0,94,-3.0,-1,-12

# Main list, previewed entries included:
SMILES,Yeast growth inh,HCT116 PTEN-null,Yeast life ext,Measles CPE,GALR2 antag,Phagocyt inh,bCat KO growth,MRP1 act,NPY Y2 blocker,E-sel TNF inh
O=C(Nc1ccc2c(c1)OCCO2)c1ccc(Br)c(S(=O)(=O)N2CCOCC2)c1,-16,64,-9,4,-6,0,70,-0.7,3,8
Cn1c(=O)c2c(nc(CN3CCN(C(=O)c4ccco4)CC3)n2Cc2ccccc2)n(C)c1=O,-17,85,-20,4,0,0,94,-3.0,-1,-12
c1ccc2c(c1)nnn2CNc1nccs1,-67,95,4,9,7,-2,93,-1.9,2,-16
O=C1c2ccccc2C(O)(c2ncc[nH]2)N1C1CCCCC1 (stereo not given),-29,100,-4,9,11,1,93,-0.3,0,nt
Cc1ccccc1OCC(=O)OCC(=O)Nc1cc(C(F)(F)F)ccc1N1CCOCC1,-29,89,-1,39,0,-3,96,-1.2,4,nt
O=C(CCC(=O)c1ccc(F)cc1)Nc1cc(Cl)cc(Cl)c1,-20,nt,-9,32,-3,nt,96,1.0,6,-49
CCOC(=O)N1CCC(NC(=O)c2cc3c(-c4cccc(OC)c4)nn(C)c3s2)CC1,-30,75,-6,3,3,1,82,-2.5,2,-15
Cc1ccc(CSCC(=O)Nc2c(C)n(C)n(-c3ccccc3)c2=O)cc1,-21,91,0,19,-3,3,99,-1.8,0,4
N#C/C(=C(/O)COC(=O)CSc1ccc2ccccc2c1)c1nc2ccccc2[nH]1,-48,5,-1,5,12,-10,7,1.1,10,-16
O=C(Nc1cccnc1)C1CCN(S(=O)(=O)c2cccc3nonc23)CC1,-48,97,-5,4,-1,-1,93,-1.5,3,13
Cc1cc(=O)oc(C)c1C(=O)NCc1ccccc1,-26,95,-4,12,8,nt,101,-2.7,0,nt
COc1ccccc1NC(=O)c1sc2ncn(Cc3ccc(C)cc3)c(=O)c2c1C,-1,73,-3,14,9,-1,69,3.0,2,-13
O=C(CN1C(=O)C2C3C=CC(C3)C2C1=O)OCC(=O)c1ccccc1 (stereo not given),-36,98,2,4,3,2,85,-0.8,1,10
CNC(=S)N1CCN(c2ccc([N+](=O)[O-])cc2)CC1,-34,92,-27,12,-1,nt,111,-2.0,-1,8
COc1ccc(/C=C2\SC(=O)NC2=S)cc1OC,-16,100,-3,12,2,5,91,-4.9,-1,nt
Cc1nc2ccc(F)cc2cc1C(=O)NCC1CCCO1 (stereo not given),-33,86,0,7,8,-1,95,-4.8,2,-19
CC(C)(C)NS(=O)(=O)c1ccc(CCC(=O)NCc2ccco2)cc1,-28,91,-10,18,-5,-3,99,-2.0,2,-4
COc1cc(=O)[nH]c(=O)n1C(=O)Cc1ccccc1,-65,85,-13,5,-1,3,80,0.1,2,nt
Cc1cc(Nc2nnnn2-c2ccccc2)n(-c2ccccc2)n1,20,86,-11,4,4,-1,80,-1.5,5,-3
CCC(=O)N(CC)C1=C(O)c2ccccc2C(=O)C1=O,9,97,-18,31,-6,nt,98,-3.9,5,-57
CCOc1ccc(-c2nnc3n2N=C(c2ccc(OC)cc2)CS3)cc1,-13,84,-20,10,-1,nt,86,-2.8,4,nt
COc1ccc(CNC(=O)C(c2ccc(C)o2)N(Cc2cccs2)C(=O)Cc2cccs2)cc1 (stereo not given),-31,52,nt,7,12,nt,66,-4.1,9,-11
CCOc1ccc(CNC(=O)C2CC(=O)N(C3CCCC3)C2)cc1OC (stereo not given),-25,97,-5,4,0,nt,94,-0.5,1,7
Cc1ccc(CN2CCN(/N=C/c3cc(Br)ccc3O)CC2)cc1,-11,79,-9,12,4,nt,71,-2.3,0,-9
COc1ccc2cc3cc(C(=O)NC(C)C)oc3nc2c1,-7,91,-17,27,-1,1,94,-0.8,1,8
Cc1ccc(C)c(-n2c(-c3csc(C)c3)n[nH]c2=S)c1,-62,86,1,7,-4,-2,98,-1.6,5,-35
O=C(Nc1ccc(-c2cn3ccsc3n2)cc1)c1ccc(F)c(S(=O)(=O)N2CCOCC2)c1,-49,54,-13,7,11,0,66,-2.5,1,-30
Cc1onc(-c2c(F)cccc2Cl)c1C(=O)Nc1nc2c(s1)CCCC2,-47,70,-4,5,2,nt,70,-3.8,-2,-20
CCCn1c(SCC(=O)N2c3ccc(F)cc3CCC2C)nnc1-c1ccccn1 (stereo not given),-36,90,nt,9,-3,nt,91,-5.3,7,-7
Cc1ccc(NC(=O)CSc2ccc(C(N)=O)cc2[N+](=O)[O-])cc1,-13,99,-3,5,-10,-4,99,-1.0,1,0
CSc1ccccc1NC(=O)c1cc(C2CC2)on1,-14,94,-15,9,12,-1,88,-1.0,4,nt
O=C(Nc1ccc2c(c1)OC1(CCCC1)O2)C1CC1,-26,90,-6,11,1,1,81,-0.9,1,-7
Nc1c(C(=O)NCCc2ccccc2)nnn1Cc1ccccc1,-21,88,-4,11,11,nt,87,-1.9,0,-5
O=C(NC1CCCCC1)C(c1ccc(F)cc1)N(Cc1ccco1)C(=O)CN1C(=O)c2ccccc2S1(=O)=O (stereo not given),-31,88,0,14,2,-11,87,-1.2,2,nt
N/C(Cc1cccc2ccccc12)=N\OC(=O)Cc1cccs1,-24,86,-1,16,11,-6,89,-1.7,4,nt
Cc1ccc(NC(=O)C(C)Sc2nnc(-c3cccnc3)n2-c2ccccc2)cc1 (stereo not given),-73,100,-9,5,5,-2,98,-2.4,2,nt
CCC1=Nc2ccccc2-c2nnc(SC)nc2O1,3,91,-9,12,5,-1,93,-2.9,0,-11
O=C(CSc1nnc(C2CC2)n1Cc1ccccc1)c1ccc(S(=O)(=O)N2CCOCC2)cc1,-7,98,-10,16,5,0,99,0.0,0,12
CCCOc1ccc(-c2nnc(-c3ccco3)o2)cc1,13,83,-24,5,-3,-2,85,2.0,7,-4
CCOC(=O)c1c(NC(=O)c2ccc(N3C(=O)[C@@H]4[C@H](C3=O)[C@H]3C=C[C@@H]4C3)cc2)sc2c1CCCC2,-27,89,5,17,-9,nt,90,0.4,1,nt
Cc1ccc(N=c2c([N+](=O)[O-])nn(-c3ccccc3)n2O)c(C)c1,-32,23,-11,26,-6,-3,11,-5.6,-2,8
COc1ccc(C(=O)N/N=C2\SCC(=O)N2Cc2ccc3c(c2)OCO3)c(OC)c1,-3,104,-4,16,-1,-7,97,2.2,2,nt
CN1CCN(c2nc(N3CCN(c4ccccc4)CC3)ncc2F)CC1,-45,48,5,16,-1,-3,25,-2.1,4,-38
O=C(NCCc1ccccn1)c1cc(-c2cccc3ccccc23)nc2ccccc12,-38,77,28*,16,9,12,87,0.4,8,42
CCCCC(=O)Nc1ccc(NC(=O)c2ccccc2[N+](=O)[O-])cc1OC,-17,99,1,6,8,0,93,1.9,-1,0
C=C1N(CCCCCC(=O)O)C(=O)OC12CCCCC2,-38,101,-11,14,1,-1,81,-1.0,4,4
Cc1cc(C)n2nc3ccccc3c2n1,0,101,-21,4,1,-2,92,-1.5,-1,9
O=C1c2ccccc2C(=O)N1CCCCCc1nc(-c2ccccc2)no1,-39,95,-8,14,2,-2,76,-1.8,12,8
O=C(NC1CCCC1)c1ccc2nc(-c3ccco3)c(-c3ccco3)nc2c1,0,88,-4,8,6,-1,94,-3.1,-2,-1
CCc1ccc(C(=O)NC(=S)Nc2ccc3c(c2)OCCO3)cc1,-26,86,0,6,-5,-3,78,-2.4,6,nt

# The results go on.
SMILES,Yeast growth inh,HCT116 PTEN-null,Yeast life ext,Measles CPE,GALR2 antag,Phagocyt inh,bCat KO growth,MRP1 act,NPY Y2 blocker,E-sel TNF inh
Cc1cccc2nc(CSc3ccccc3C(=O)O)cn12,-36,98,1,54*,0,-4,100,3.0,2,17
CC(C)(C)c1cc(C(=O)N2CCc3ccccc32)ccn1,-54,92,2,13,-4,-1,82,-1.0,2,17
CCCS(=O)(=O)N1CCc2cc(OC)c(OC)cc2C1,-21,96,0,5,-5,-1,99,-0.5,0,-10
CN(C)CCCNc1oc(-c2ccccc2)nc1C#N,-10,105,-8,22,11,1,103,0.9,4,-15
Cn1c(=O)c2c(nc(N3CCc4ccccc4C3)n2Cc2ccccc2F)n(C)c1=O,-55,88,-3,23,8,nt,90,-4.5,1,-18
COC(=O)C1=C(COc2ccccc2)NC(=O)NC1c1ccc(Br)cc1 (stereo not given),-14,9,7,4,-2,nt,30,-3.5,2,-8
CCOC(=O)c1ccc2ncc(C(=O)OCC)c(NCc3ccco3)c2c1,-47,76,-24,26,0,0,74,-4.9,5,-4
C[C@H]1C[C@@H]2[C@H]([C@@H](O)C[C@@]3(C)[C@H]2CC[C@]3(O)C(=O)CO)[C@@]2(C)C=CC(=O)C=C12,5,99,0,20,-19,nt,88,3.7,0,-8
CC(NC(=S)NCCc1ccccc1)C(c1cccs1)N1CCN(C)CC1 (stereo not given),14,85,3,6,-8,nt,78,-3.9,-1,-13
O=C(NCc1ccccc1)c1ccc(Cn2cc(C(F)(F)F)ccc2=O)cc1,-54,101,-6,11,0,nt,98,-0.6,1,37
CCOC(=O)C(=CNCC(=O)O)C(=O)OCC,-62,100,-2,6,-3,nt,95,-0.4,4,-14
COc1cc(NC(=O)CN2c3ccccc3CC2C)cc(OC)c1OC (stereo not given),-30,67,-6,6,-4,nt,71,-5.2,-1,9
CC(C)CCn1c(=O)c(C(=O)N/N=C/c2cccc(F)c2)c(O)c2ccccc21,13,99,38*,3,10,-4,99,-5.5,4,7
Cc1nn(-c2ccccc2)c(C)c1NC(=O)COc1ccc(Cl)cc1Cl,-73,40,2,5,-17,3,44,1.2,6,nt
O=C(COC(=O)c1cccc(S(=O)(=O)N2CCc3ccccc3C2)c1)NCc1ccco1,-28,89,-10,9,1,-1,108,-1.0,3,-22
COC(=O)CSc1nc2ccccc2c(=O)n1C,-16,102,-12,8,-5,-2,95,0.5,4,16
O=C(Nc1ccc2c(c1)oc1ccc(S(=O)(=O)N3CCCC3)cc12)C1CC1,-40,84,-7,1,-6,2,74,0.8,-1,12
CCN1CCN(CCCNC(=O)C2c3ccccc3C(=O)N(C)C2c2ccc(OC)cc2)CC1 (stereo not given),-13,105&93,-6,4,8,0,93,-0.5,5,-57
Cn1c(N)c(C(=O)COC(=O)C2CCC(C(C)(C)C)CC2)c(=O)n(C)c1=O (stereo not given),1,79,-12,5,-6,nt,80,-2.2,1,1
